TEAD-YAP block – TEAD-YAP interaction inhibition. inhibition, % at 9.12 µM. actives 1.4% (n = 640,000). AID 1259422. HEK-TIYL cells, TEAD-Gal4/YAP UAS-luciferase luminescence; in the data active means inhibition above about 32%;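 further: 0% = median of test compound wells and 100% = reference inhibitor wells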
MITF inh – blocks human microphthalmia-associated transcription factor; O75030; AlphaScreen MITF homodimerization, bead proximity signal; inhibition, % at 2.6 µM; actives 0.91% (n = 650,000); in the data active means inhibition above about 50%;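 further: 0% = vehicle wells with protein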
Target sequence (O75030 whole entry, looked up): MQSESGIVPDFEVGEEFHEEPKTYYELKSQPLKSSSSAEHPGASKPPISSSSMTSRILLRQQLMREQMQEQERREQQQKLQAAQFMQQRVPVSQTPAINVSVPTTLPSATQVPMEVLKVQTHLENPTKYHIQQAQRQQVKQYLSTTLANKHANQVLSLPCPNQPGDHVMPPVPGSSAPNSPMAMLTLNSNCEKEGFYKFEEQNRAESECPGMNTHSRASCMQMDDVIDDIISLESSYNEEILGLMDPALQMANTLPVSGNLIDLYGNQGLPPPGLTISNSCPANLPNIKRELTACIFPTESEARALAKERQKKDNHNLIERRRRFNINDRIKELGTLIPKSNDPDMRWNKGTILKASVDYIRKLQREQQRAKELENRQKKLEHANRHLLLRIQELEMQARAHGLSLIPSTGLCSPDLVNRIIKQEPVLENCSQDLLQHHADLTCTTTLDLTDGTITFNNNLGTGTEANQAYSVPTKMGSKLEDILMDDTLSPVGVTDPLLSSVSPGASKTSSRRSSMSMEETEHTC
GPR151 ag – human GPR151 activation; actives 1% (n = 650,000); AID 1508602; activation, % at 11.2 µM; PathHunter beta-arrestin GPR151 cells, luminescence; Q8TDV0; in the data active means activation above about 4.9%;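 further: 0% = median of compound wells and 100% = cells with positive control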
Target sequence (Q8TDV0 whole entry, looked up): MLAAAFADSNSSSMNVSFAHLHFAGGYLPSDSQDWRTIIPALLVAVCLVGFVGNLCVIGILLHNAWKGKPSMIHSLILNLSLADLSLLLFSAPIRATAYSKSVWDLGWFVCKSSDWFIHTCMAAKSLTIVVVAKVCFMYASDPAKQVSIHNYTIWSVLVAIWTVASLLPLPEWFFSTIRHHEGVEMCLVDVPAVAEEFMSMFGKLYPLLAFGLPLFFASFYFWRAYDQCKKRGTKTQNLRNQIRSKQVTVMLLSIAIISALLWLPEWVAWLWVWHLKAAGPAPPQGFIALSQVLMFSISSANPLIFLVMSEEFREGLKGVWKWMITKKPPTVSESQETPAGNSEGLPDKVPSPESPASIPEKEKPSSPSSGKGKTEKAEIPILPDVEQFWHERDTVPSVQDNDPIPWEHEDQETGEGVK
FBW7 act – human FBW7 E3 ligase activation, primary screen. Q969H0. AlphaScreen FBW7–phospho-cyclin E peptide binding, activator screen. normalized activity (activation), % at 26.1 µM. actives 0.13% (n = 650,000). AID 1259310; in the data active means normalized activity above about 1.9%;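 further: purified mutant Fbw7 with reduced substrate affinity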
An asterisk follows results filed as active; & = joins results of further samples.

SMILES	TEAD-YAP block	MITF inh	GPR151 ag	FBW7 act
CCOC(=O)C1=C(C)N=c2s/c(=C\c3cc(C)n(-c4ccc(F)cc4)c3C)c(=O)n2C1c1ccc(SC)cc1 (centres undefined)	14	3	0.0	0.1
COC(=O)c1ccc(C)c(NS(=O)(=O)c2ccc(OC)c(OC)c2)c1	-1	4	1.1	-0.4
NC(=S)NN=C(c1ccccc1)c1ccccc1	14	3	1.2	0.0
COc1ccc2nc(C)c(C(=O)NN)cc2c1	-7	-4	1.3	0.1
CC(=O)CN1Cc2ccccc2CC1C(=O)O (centres undefined)	2	17	1.4	-0.2
CCn1c(-c2nonc2NC(=O)c2ccccc2Cl)nc2ccccc21	-8	-2	-1.3	-0.2
CN1C(=O)NC(c2ccccc2)C2=C1CN(CCc1ccccc1)C2=O (centres undefined)	-3	12	1.0	0.1
COc1cc([N+](=O)[O-])ccc1NC(=S)Nc1cc(C)cc(C)n1	-4	8	-1.2	-0.1
Cc1cccc(C)c1NC(=O)C[N+](C)(C)C	-2	-10&-7	2.4&0.6	0.2&-0.1
Cc1ccc(Oc2ccc(N3C(=O)C4C5C=CC(C5)C4(C)C3=O)cc2)cc1 (centres undefined)	-4	16	-0.3	1.0
COc1cc(OC)c(NC(=O)CNC(=O)Cn2ccc3ccccc3c2=O)cc1Cl	-10	-12	0.6	-0.1
O=C(COC(=O)c1ccccc1F)NC1CCCCCCC1	4	3	0.7	0.0
Cc1cc(OC(=O)c2ccco2)c([N+](=O)[O-])c(=O)[nH]1	-5	27	-0.3	0.0
O=C(O)c1cccc(NC(=S)NC(=O)c2ccccc2I)c1	-16	-12	-1.8	0.1
N#C/C(=C\Nc1ccc(C(N)=O)cc1)c1nc(-c2cccc([N+](=O)[O-])c2)cs1	-2	-5	-0.6	0.3
COc1ccc(/C=N/Nc2nc3ccccc3s2)c(OC)c1	-33	-5	0.8	0.2
CCOC(=O)C(C#N)C1(c2ccc(OC)cc2)CCOC(C)(C)C1 (centres undefined)	5	2	-0.4	0.0
CN(C(=O)Cc1c(C(=O)O)n(C)c2ccccc12)c1ccc(Br)cc1	11	-7	0.3	-0.1
CCCCOc1ccc2c(=O)c(Oc3cccc(C)c3)coc2c1	2	7	-1.3	0.1
O=C(NC(=S)N1CCOCC1)c1ccccc1Br	2	-10	2.1	-0.1

Single records, from the list above. Values in the order: TEAD-YAP block, MITF inh, GPR151 ag, FBW7 act
Results for `O=C(NC(=S)N1CCOCC1)c1ccccc1Br` → 2, -10, 2.1, -0.1
Results for `CCCCOc1ccc2c(=O)c(Oc3cccc(C)c3)coc2c1` → 2, 7, -1.3, 0.1
Results for `COc1cc(OC)c(NC(=O)CNC(=O)Cn2ccc3ccccc3c2=O)cc1Cl` → -10, -12, 0.6, -0.1
Results for `CCOC(=O)C(C#N)C1(c2ccc(OC)cc2)CCOC(C)(C)C1` (centres undefined) → 5, 2, -0.4, 0.0

(continued)
SMILES	TEAD-YAP block	MITF inh	GPR151 ag	FBW7 act
Nc1nnc(CSCc2ccccc2Cl)s1	-12	9	-0.5	-0.1
O=C(O)CC(NC(=O)COc1ccc(Cl)cc1Cl)C(=O)O (centres undefined)	0	6	0.9	0.2
O=C(c1cccs1)N1CCN(Cc2nc3sc4c(c3c(=O)[nH]2)CCCC4)CC1	1	-16	-0.7	0.2
Cc1ccccc1N1C(=O)c2nccnc2C1=O	16	4	0.8	0.2
COCCn1c(C)cn2c3c(=O)n(Cc4ccccc4C)c(=O)n(C)c3nc12	-7	2	-1.4	0.1
Cc1ccc(NC(=O)Cn2c(C)cc(C)c(C#N)c2=O)c(Cl)c1	-5	3	-1.3	0.0
COc1ccccc1CN1C[C@@H]2C[C@@H](c3cccs3)N3CCC[C@@]23C1=O	-6	3	-0.7	0.1
CCOC(=O)N1CCN(C(=O)c2ccc(NCCc3ccc(Cl)cc3)c(S(=O)(=O)Nc3ccc(OCC)cc3)c2)CC1	2	19	-0.7	0.0
Cc1ccn2c(CNCc3cc(C)no3)c(C(=O)N3CCCCCC3)nc2c1	6	8	-0.1	0.0
COc1ccccc1C1c2c(oc3ccc(C)cc3c2=O)C(=O)N1CCN1CCOCC1 (centres undefined)	3	-9	13*	0.0
CCOC(=O)c1ccc(CN(Cc2c(Cl)cccc2Cl)S(=O)(=O)c2cccc([N+](=O)[O-])c2)cc1	-15	-1	3.8	-0.1
Cc1noc(C)c1-c1cccc(C(=O)NCCOc2ccccc2)c1	-57	13	0.0	0.3
CCCn1c(NCc2cccc(OC)c2)nc2ccccc21	-9	3	1.1	0.0
CNCCCOc1ccc(Br)cc1Cl	8	37	0.5	-0.2
Cc1nc2cc(C(=O)NCC3CCCO3)ccc2n1-c1cccc(F)c1 (centres undefined)	6	-4	-0.3	0.0
CCN=c1scc(-c2ccco2)n1/N=C/c1ccc2c(c1)OCO2	11	11	-7.5	-0.4
COc1ccc(/C(O)=C2\C(=O)C(=O)NC2c2ccccc2)cc1OC (centres undefined)	-21	13	-0.1	-0.1
NS(=O)(=O)c1ccc(C2CCCCC2)cc1	4	8	-0.4	0.0
O=C(Nc1ccc(Cl)c(Cl)c1)c1ccc(Cl)c(Cl)c1	-20	-4	0.5	0.0
CCOc1ccc(S(=O)(=O)NC2CCCCC2C)cc1 (centres undefined)	2	-3	0.0	0.0
COc1cc2ccccc2cc1C(=O)Nc1cccc(Cl)c1	-38	12	-0.2	-0.1
Cc1ccsc1C(=O)N1CCC(C2(CCC(C)C)NC(=O)N(CCN(C)C)C2=O)CC1 (centres undefined)	-4	-4	-0.3	-0.1
CC(=O)c1sc(N2C(=O)c3oc4ccccc4c(=O)c3C2c2ccc(C)cc2)nc1C (centres undefined)	-6	5	0.6	0.0
CC(C)=CCN1CCNC(=O)C1CC(=O)N1CCc2ccccc2C1 (centres undefined)	-2	-1	1.4	-0.1
COc1cc([N+](=O)[O-])cc(/C=N/NC(=O)c2cccc3ccccc23)c1O	12	30	-1.3	-0.9
CCN(CC)CCN(C)Cc1cccc(O)c1	-13	16	-0.3	0.0
Cc1cccc(NC(=O)c2cc(S(=O)(=O)N3CCC(C)CC3)ccc2F)c1	-19	1	0.3	0.1
CC(=O)c1cccc(CN2CCN(Cc3ccsc3)C(CCO)C2)c1 (centres undefined)	-16	-5	-0.1	-0.1
CC1CCN(S(=O)(=O)c2ccc(-n3nnc(C(N)=O)c3N)cc2)CC1	-1	11	1.2	0.1
CC(C)(C)NC(=O)c1cccc(Br)c1	-3	10	-0.2	0.3
O=C(COc1ccc(Cl)cc1)NNC(=O)C(=O)NCCO	0	-1	0.7	-0.2
CCCCOc1ccc(NC(=O)C(C)Oc2ccc(OC)cc2)cc1 (centres undefined)	8	1	0.2	-0.4
COc1cc(-c2nc(-c3cc(C)nc4ccccc34)no2)cc(OC)c1OC	7	0	4.1	-0.2
CCOc1ccc(NC(=O)c2cc3n(n2)C(C(F)(F)F)CC(c2ccc(C)cc2)N3)cc1 (centres undefined)	3	21	-1.4	1.2
NC(=O)CSc1nnc(Sc2ccc(Cl)cc2[N+](=O)[O-])s1	2	2	1.3	-0.1
CCOC(=O)c1ccsc1NC(=O)c1cccs1	0	-16	1.7	0.2
CC(=O)N1CCC(C(=O)OCC#N)(c2ccccc2)CC1	7	-39	-0.6	0.1
CCOc1ccc2nc(NCCCNC(C)=O)c(C#N)cc2c1	-9	-23	-0.2	0.1
CCCOC(=O)C1=C(C)NC(=O)NC1c1ccc(F)c(Br)c1 (centres undefined)	4	-21	-0.6	-0.1
O=[N+]([O-])c1ccc(OCCN2CCCC2)cc1	-5	-1	0.5	0.1
CC(C)NC(=S)N/N=C/c1cccc(C(F)(F)F)c1	3	-3	0.1	0.1
COC(=O)c1ccc(COC(=O)c2ccc3ccccc3c2O)cc1	-2	0	-0.2	-0.1
O=C(Nc1ccccc1)Oc1cc2sc(=O)oc2cc1Br	-1	20	-1.3	-0.9
COCCCN1C(=O)CC(CC(=O)N(C)C(C)C)(c2ccccc2OC)C1=O (centres undefined)	-5	-10	0.5	0.0
Cn1nnc2c(sc3nc(N4CCOCC4)c4c(c32)CCCC4)c1=O	20	-18	0.1	-0.4
Cc1sc2nc(C)n(C3CCN(Cc4ccncc4)CC3)c(=O)c2c1C	8	16	0.4	-0.2
CCOc1ccc(-n2nc3ccc(NC(=O)c4ccc(C)c([N+](=O)[O-])c4)cc3n2)cc1	6	-15	-0.1	0.1
C/C(=N/NC(=O)c1cncc(Br)c1)c1ccccc1	-5	32	-0.9	-0.1
COc1ccc(CC(=O)N2CCN(c3ccc(Cl)cc3)CC2)cc1OC	10	1	-0.2	-0.1
O=c1nc2s/c(=C\c3ccc(-c4ccccc4[N+](=O)[O-])o3)c(=O)n2c2sc3c(c12)CCCC3	9	11	0.0	0.3
CC(=O)c1ccc2c(c1)CC(C(=O)Nc1ccc(-c3cn[nH]c3)cc1OCCN(C)C)CO2 (centres undefined)	-1	41	-1.2	-0.2
O=C(CCS(=O)(=O)c1ccccc1)Nc1cccc(-c2nc3ncccc3o2)c1	6	4	-0.2	-0.1
Nc1ncc(-c2ccc(F)cc2)nc1-c1ccc(C=O)cc1	-9	11	0.5	0.5
O=c1[nH]c(=O)n(Cc2ccccc2)c(O)c1C=Nc1ccc(F)cc1	-5	3	-0.1	-0.1
Cn1nccc1Nc1nc(NC2CC2)c2[nH]cnc2n1	-6	-17	-1.8	0.7
Nc1nnc(SCC(=O)N2CCc3ccccc32)s1	-3	6	-0.3	-0.1
O=C(OCC(=O)c1ccc(Cl)s1)c1ccc(N2CCOCC2)c([N+](=O)[O-])c1	5	6	0.3	-0.3
CCc1ccc(NCC(O)Cn2c3ccccc3c3ccccc32)cc1 (centres undefined)	9	-2	-0.8	-0.2
O=C(Nc1c2c(nn1-c1cccc(Cl)c1)CS(=O)(=O)C2)c1cc([N+](=O)[O-])ccc1Cl	-1	13	0.0	-0.1
Cc1cccc2cc(C#N)c(NCCNC(=O)c3cnccn3)nc12	-19	7	-0.6	0.1
Further compounds follow:
SMILES	TEAD-YAP block	MITF inh	GPR151 ag	FBW7 act
CCC(NS(=O)(=O)c1c(C)[nH]c(=O)[nH]c1=O)C12CC3CC(CC(C3)C1)C2 (centres undefined)	4	16	-0.2	0.0
CS(=O)(=O)N(CC(=O)Nc1ccc(Cl)c(Cl)c1)C1CCCCC1	7	-10	-0.1	0.0
O=C1CSC(=S)N1NC(=S)Nc1ccc(OC(F)F)cc1	-5	-14	-1.9	0.1
Cc1nc2sc(C(=O)c3ccc(-c4ccc(C(=O)c5sc6nc(C)c(C)c(C)c6c5N)cc4)cc3)c(N)c2c(C)c1C	0	1	-1.0	0.0
COc1cc(-c2nc(-c3ccccc3)c(-c3ccccc3)[nH]2)ccc1O	6	9	0.1	0.0
CCCN(CCC)S(=O)(=O)c1cccc([N+](=O)[O-])c1	-6	6	1.0	0.0
COc1ccc([C@@H]2C[C@H](C(=O)Nc3ccc(C(C)O)cc3)N(C)S(=O)(=O)N2)cc1OC (some centres undefined)	-6	0	-0.4	-0.1
Cc1nc(N2CCN(C)CC2)c2nnn(Cc3ccccc3)c2n1	0	23	-0.8	0.8
CC(=O)Nc1nc(-c2ccc(Br)s2)cs1	-28	-16	-1.8	0.0
CCOc1ccc2c(c1)sc(=NC(=O)C1CC1)n2C	-39	0	-1.0	-0.1
O=C1N=C(N2CCCCC2)S/C1=C\c1cccnc1	-2	3	0.2	0.4
COc1ccc(CCC(=O)Nc2ncn(Cc3cccc(C)c3)n2)cc1	-4	10	-0.7	-0.1
CN(C)C(=O)COc1ccc(C(C)(C)C)cc1	-47	2	0.1	0.0
CCOC(=O)N1CCC(NC(=O)C2CCCN(C(=O)N3CCOc4ccccc43)C2)CC1 (centres undefined)	0	8	-0.3	0.3
CNc1nnc(-c2ccc([N+](=O)[O-])o2)s1	7	8	0.9	0.0
O=C(CSCC(=O)n1c2c(c3ccccc31)CCCC2)Nc1ccccc1	-2	2	-1.3	-0.1
CC(=O)Nc1ccc(NC(=O)c2ccc3nc(-c4ccc(N5CCN(C)CC5)cc4)sc3c2)cc1	5	10	-0.7	0.3
O=C(CSc1nc2ccsc2c(=O)n1-c1ccc(Br)cc1)NCc1ccco1	4	-5	-0.2	-0.1
CC1=NN(C(=O)COc2ccccc2C)C(O)(c2ccc(Cl)cc2)C1 (centres undefined)	0	0	3.7	0.1
COc1ccc(-c2cc(C(F)(F)F)nc(S(=O)(=O)CCCC(=O)O)n2)cc1OC	1	3	-0.8	0.2
CS(=O)(=O)N(CC(=O)N1CCc2ccccc2C1)c1ccc2c(c1)OCO2	5	7	0.7	0.0
Cc1c(C(=O)O)oc2ccc3nc(N(C)C)sc3c12	-10	0	1.7	0.0
CC(C1CC1)N(C(=O)/C=C/C(=O)O)c1ccccc1 (centres undefined)	-4	-7	-0.1	0.0

A second format for part of the listing above.
Structure | TEAD-YAP block | MITF inh | GPR151 ag | FBW7 act
Cc1nc2sc(C(=O)c3ccc(-c4ccc(C(=O)c5sc6nc(C)c(C)c(C)c6c5N)cc4)cc3)c(N)c2c(C)c1C | 0 | 1 | -1.0 | 0.0
COc1cc(-c2nc(-c3ccccc3)c(-c3ccccc3)[nH]2)ccc1O | 6 | 9 | 0.1 | 0.0
CCCN(CCC)S(=O)(=O)c1cccc([N+](=O)[O-])c1 | -6 | 6 | 1.0 | 0.0
COc1ccc([C@@H]2C[C@H](C(=O)Nc3ccc(C(C)O)cc3)N(C)S(=O)(=O)N2)cc1OC (some centres undefined) | -6 | 0 | -0.4 | -0.1
Cc1nc(N2CCN(C)CC2)c2nnn(Cc3ccccc3)c2n1 | 0 | 23 | -0.8 | 0.8

Compound activity (PubChem)
